SSB-PriA inh – inhibitors of Klebsiella pneumoniae PriA binding to SSB C-terminal tail; AlphaScreen SSBct-PriA binding, biotinylated peptide; inhibition, % at 33 µM; 0.6% of 430,000 active; in the data active means inhibition mostly above about 37%, no sharp cut-off; inactive means mostly below about 20%;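 further: plate controls were negative control peptide for no effect and reference peptide for full effect; strong numbers were not always called active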
Vc quorum ag – induces V. cholerae light production without autoinducers | V. cholerae BH1578 lux reporter, luminescence, 6 h | activation, % at 18.7 µM | 0.16% of 350,000 active; in the data active means activation mostly above about 9.7%, no sharp cut-off; further: not every result past the cut was called active; inactives centre near 0; reference of the scale not given here
Anthrax LF prot – anthrax lethal factor protease inhibition; P15917; multiplex microsphere protease cleavage assay, LF; inhibition, % at 10 µM; 0.12% of 360,000 active; in the data active means inhibition above about 30%; further: plate controls were buffer without enzyme for full effect and enzyme alone for no effect
Target sequence (P15917 whole entry, looked up): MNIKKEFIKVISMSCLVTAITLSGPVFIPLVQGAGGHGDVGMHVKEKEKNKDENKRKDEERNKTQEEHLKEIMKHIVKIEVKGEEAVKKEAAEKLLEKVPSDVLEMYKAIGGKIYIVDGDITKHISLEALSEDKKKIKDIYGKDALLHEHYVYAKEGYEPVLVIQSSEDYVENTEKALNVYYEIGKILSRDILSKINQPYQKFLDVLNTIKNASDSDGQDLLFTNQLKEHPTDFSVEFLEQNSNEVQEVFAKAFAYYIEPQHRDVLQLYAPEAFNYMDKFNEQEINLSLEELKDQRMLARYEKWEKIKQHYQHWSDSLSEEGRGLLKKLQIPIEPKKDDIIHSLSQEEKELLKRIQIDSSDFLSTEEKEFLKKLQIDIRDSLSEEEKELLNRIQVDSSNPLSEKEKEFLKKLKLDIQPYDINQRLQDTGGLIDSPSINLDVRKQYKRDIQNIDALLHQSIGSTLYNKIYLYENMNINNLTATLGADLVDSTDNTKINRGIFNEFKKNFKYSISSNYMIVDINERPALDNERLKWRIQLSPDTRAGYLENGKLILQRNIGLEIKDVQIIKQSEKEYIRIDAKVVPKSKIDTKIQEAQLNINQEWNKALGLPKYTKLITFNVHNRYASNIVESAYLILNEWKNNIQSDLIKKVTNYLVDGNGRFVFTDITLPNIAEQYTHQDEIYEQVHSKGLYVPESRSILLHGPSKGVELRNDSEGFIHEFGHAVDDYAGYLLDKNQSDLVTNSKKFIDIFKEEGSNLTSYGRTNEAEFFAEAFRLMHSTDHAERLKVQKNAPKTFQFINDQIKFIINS
Rv3671c protease – Rv3671c (M. tuberculosis) protease inhibition. P9WHR9. inhibition, % at 5.96 µM. 0.048% of 320,000 active. AID 2606; in the data active means inhibition above about 38%;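 further: extracellular domain of Rv3671c used as enzyme; 0% = enzyme with DMSO and 100% = no enzyme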
Y pestis TopoI – blocks Yersinia pestis topoisomerase I activity; activity, % at 10 µM; 0.064% of 360,000 active; Y. pestis Topo-I cleavage product accumulation, plate reader; in the data active means activity above about 50%, passing the limit was not always enough; further: inactives centre near 2
3CLpro inhibitor – SARS-CoV 3CLpro protease inhibition; P0C6X7; recombinant SARS-CoV 3CLpro, quenched FRET peptide cleavage; inhibition, % at 6 µM; 0.14% of 290,000 active; AID 1706; in the data active means inhibition above about 12%
TcdB inh – TcdB glycohydrolase inhibition; TcdB glycohydrolase enzymatic assay, plate reader; inhibition, % at 9.99 µM; 0.24% of 350,000 active; in the data active means inhibition above about 10%
VHR inh abs – DUSP3 (human) phosphatase inhibition; P51452; recombinant VHR phosphatase, pNPP absorbance; inhibition, % at 13.3 µM; 0.52% of 290,000 active; AID 1654; in the data active means inhibition above about 50%; further: some compounds called inactive have numbers as strong as hits
Target sequence (P51452 whole entry, looked up): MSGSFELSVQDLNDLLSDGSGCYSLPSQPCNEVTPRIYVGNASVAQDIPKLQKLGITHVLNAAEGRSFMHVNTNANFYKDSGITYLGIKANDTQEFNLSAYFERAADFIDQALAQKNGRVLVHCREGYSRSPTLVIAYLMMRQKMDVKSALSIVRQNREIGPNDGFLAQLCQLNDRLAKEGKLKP
MazF activator – activators of E. coli MazEF toxin-antitoxin RNase. P0AE70. FAM/BHQ RNA-DNA oligo cleavage fluorescence, 5 h. activation, % at 20 µM. 0.32% of 350,000 active; in the data active means activation above about 50%
PfHsp40 yeast – restores yeast growth despite PfHsp40 toxicity. S. cerevisiae expressing PfHsp40, growth rescue, ATP luminescence. growth rescue, % at 12.5 µM. 0.68% of 340,000 active; in the data active means growth rescue above about 28%, passing the limit was not always enough;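 further: yeast W303a lacking pdr1 and pdr3 grown in galactose medium; growth measured after three days at 30 °C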
Numbers without * were called inactive; i = inactive; . = no result given; & = joins results of further samples. A portion of the library (hit frequency here may not be typical).

SMILES | SSB-PriA inh | Vc quorum ag | Anthrax LF prot | Rv3671c protease | Y pestis TopoI | 3CLpro inhibitor | TcdB inh | VHR inh abs | MazF activator | PfHsp40 yeast
O=C(CC1SC(=Nc2ccc(OC(F)F)cc2)N(CCC2=CCCCC2)C1=O)Nc1ccccc1F (stereo not drawn) | -2 | -3.6 | 0 | -58 | 4 | -1 | 0.8 | 12 | -9 | -0.6
Cn1c(=NC(=O)CCl)sc2ccccc21 | -7 | -0.5 | -1 | 2 | -3 | 0 | 0.6 | 27 | -10 | 7.7
CCOC(=O)C1(CCCc2ccccc2)CCN(C(=O)c2n[nH]c(CC)c2C)CC1 | . | i | -2 | . | 12 | . | 1.8 | . | 0 | .
c1ccc2c(c1)nc(-c1ccncc1)n2CCNc1nc(CN2CCCCC2)cs1 | -8 | -0.4 | -3 | -11 | -2 | -6 | 1.6 | 49 | -4 | -2.2
O=C1CC(C(=O)Nc2ccccc2C(=O)O)C(c2ccccc2)O1 (stereo not drawn) | -12 | -1.0 | 0 | 3 | -5 | 4 | . | -6 | 4 | 0.7
Cc1ccc(NC(=O)Cc2ccccc2)cc1S(=O)(=O)N1CCOCC1 | -16 | i | -3 | 8 | 1 | . | -1.6 | . | 0 | 0.0
COc1ccccc1CNC(=O)CCc1nnc2ccc(NCCCN3CCCC3=O)nn12 | -5 | -0.2 | 5 | 7 | -6 | 2 | -1.5 | 2 | 14 | -1.1
CCOC(=O)c1c(NC(=O)C2C3C=CC(C3)C2C(=O)O)sc2c1CCC(C)C2 (stereo not drawn) | -13 | i | 1 | -1 | 23 | 6 | -2.4 | -2 | -11 | -0.4
O=C(c1cc(C(=O)N2CCN(c3ccc(F)cc3)CC2)cc([N+](=O)[O-])c1)N1CCN(c2ccc(F)cc2)CC1 | -4 | i | -9 | 6 | -16 | 2 | 0.0 | 14 | -26 | 0.5
c1ccc2c(c1)CNc1ccccc1-2 | -8 | -4.5 | 4 | . | 14 | . | -0.6 | . | 5 | 0.6
CCOC(=O)c1nc(Nc2ccc(C(=O)OC)cc2)c2ccccc2n1 | -25 | . | -6 | -17 | 2 | 8 | . | 31 | 11 | 10
Cc1[nH]c(=O)[nH]c(=O)c1S(=O)(=O)N(CC(C)C)CC(C)C | -3 | -0.4 | -10 | -2 | 9 | 1 | 0.7 | 11 | 3 | -1.6
CCCCC1CCC(C(=O)N2CCOCC2)CC1 (stereo not drawn) | -5 | -0.3 | -2 | -2 | 1 | 0 | 0.8 | -2 | -6 | -1.0
CSc1ccc2c(c1)N(CCC1CCCCN1C)c1ccccc1S2 (stereo not drawn) | 40* | -0.1 | -2 | 10 | -20 | 2 | -0.6 | 16 | 27 | 1.4&0.0
O=C(c1ccc2c(c1)C(=O)N(Cc1ccco1)C2=O)N1CCOCC1 | -13 | -0.2 | -1 | -2 | 4 | 0 | 0.6 | 24 | 2 | 0.4
CC(C)(C)c1cc(NC(=O)NN2CCOCC2)nn1-c1c(Cl)cc(Cl)cc1Cl | -8 | 2.2 | -12 | 0 | 1 | -6 | 3.6 | 20 | 0 | 2.5
CC(C)C(C)NC(=O)CSc1nc2scc(-c3ccco3)c2c(=O)n1-c1ccccc1 (stereo not drawn) | -15 | -0.4 | -2 | 11 | 40 | 1 | . | 15 | 3 | -0.1
CC(C)C[C@@H](CSc1ccccc1)N1CCN(C)CCC1=O | -12 | 2.7 | -1 | 2 | 9 | -6 | -2.4 | 20 | -4 | -2.7
N#CCCn1nc(-c2ccc([N+](=O)[O-])cc2)cc1Nc1ccccc1NC(=O)C(F)(F)F | 1 | -0.3 | -2 | 4 | -5 | 3 | . | -9 | 2 | -1.8
CC(C)C(c1nnnn1Cc1ccc(F)cc1)N1CCC(C(N)=O)CC1 (stereo not drawn) | -10 | -0.3 | 0 | 2 | 1 | 0 | -0.1 | 20 | 5 | -1.2

Entries of single compounds, quoted from the list. Order of screens: SSB-PriA inh | Vc quorum ag | Anthrax LF prot | Rv3671c protease | Y pestis TopoI | 3CLpro inhibitor | TcdB inh | VHR inh abs | MazF activator | PfHsp40 yeast
c1ccc2c(c1)nc(-c1ccncc1)n2CCNc1nc(CN2CCCCC2)cs1 across the screens: -8 | -0.4 | -3 | -11 | -2 | -6 | 1.6 | 49 | -4 | -2.2
COc1ccccc1CNC(=O)CCc1nnc2ccc(NCCCN3CCCC3=O)nn12 across the screens: -5 | -0.2 | 5 | 7 | -6 | 2 | -1.5 | 2 | 14 | -1.1
CC(C)C(c1nnnn1Cc1ccc(F)cc1)N1CCC(C(N)=O)CC1 (stereo not drawn) across the screens: -10 | -0.3 | 0 | 2 | 1 | 0 | -0.1 | 20 | 5 | -1.2
Cc1ccc(NC(=O)Cc2ccccc2)cc1S(=O)(=O)N1CCOCC1 across the screens: -16 | i | -3 | 8 | 1 | . | -1.6 | . | 0 | 0.0
O=C(c1cc(C(=O)N2CCN(c3ccc(F)cc3)CC2)cc([N+](=O)[O-])c1)N1CCN(c2ccc(F)cc2)CC1 across the screens: -4 | i | -9 | 6 | -16 | 2 | 0.0 | 14 | -26 | 0.5

The results go on.
SMILES | SSB-PriA inh | Vc quorum ag | Anthrax LF prot | Rv3671c protease | Y pestis TopoI | 3CLpro inhibitor | TcdB inh | VHR inh abs | MazF activator | PfHsp40 yeast
CC(C)CC(C(=O)OCC(=O)Nc1ncc(Cl)cc1Cl)N1C(=O)c2ccccc2C1=O (stereo not drawn) | -3 | 1.9 | -10 | 8 | 19 | -3 | . | -9 | -2 | -0.8
COc1cc(OC)c(OC)cc1CNC(=O)c1cc(=O)c2ccccc2o1 | -4 | -0.4 | -2 | 8 | 5 | 4 | 0.0 | 21 | 1 | 0.4
CC(C)(C)NC(=O)C(c1ccccc1)N(C(=O)c1ccco1)C1CC1 (stereo not drawn) | -3 | i | -5 | 4 | -8 | 4 | . | -12 | 1 | 0.9
CC1CN(C(=O)CNC(=O)COc2ccccc2)CC(C)O1 (stereo not drawn) | 6 | -0.4 | 1 | -2 | 4 | . | 0.4 | . | 0 | -1.4
C/C(N)=C(/C#N)C(=O)CSc1nc2ccc(C)cc2[nH]1 | -16 | -0.3 | -2 | 3 | 15 | 1 | . | 18 | 1 | -1.3
COC(=O)N/N=C/c1ccc(-c2cc(Cl)ccc2Cl)o1 | . | -0.3 | -2 | -2 | 8 | 3 | . | 43 | 5 | -0.9
O=C(C[n+]1ccccc1)N/N=C/c1cc(Br)ccc1F | . | -2.7 | 5 | 7 | -8 | . | -3.8 | . | 4 | 2.0
CC(C)Oc1ccc(C2CCC(=O)NC2=O)cc1 (stereo not drawn) | -17 | -0.3 | 0 | 4 | 2 | 1 | 0.4 | -18 | -3 | 0.3
COC(=O)c1ccc(OC(=O)c2nn(C)cc2Cl)c(OC)c1 | 2 | -1.2 | -2 | -4 | 1 | -3 | . | 19 | 2 | -0.1
C[C@@H]1CN([C@H](C)CO)S(=O)(=O)c2ccc(C#Cc3ccccc3F)cc2O[C@H]1CN(C)C(=O)c1ccc2c(c1)OCO2 | . | -0.3 | -4 | . | 20 | . | 0.8&-1.6&0.3 | . | -6 | .
CCc1nc2ccc(C(=O)NCCC(C)C)cn2c1N(CCN(C)C)CC1CC1 | . | -4.5 | -3 | . | -19 | . | 0.7 | . | . | .
CC(C)NC(=O)CSc1ccccc1C(=O)NCc1ccc2c(c1)OCO2 | -2 | 3.8 | -3 | 5 | 2 | 1 | . | 12 | 1 | -2.7
Cn1c(SCc2cnc(-c3ccccc3)s2)nnc1C1COc2ccccc2O1 (stereo not drawn) | -15 | 27* | -2 | -4 | 17 | 2 | . | -11 | -15 | 1.7
O=C(OCn1nnc2ccccc2c1=O)c1cccnc1Cl | -2 | -0.5 | 0 | 4 | -2 | 3 | . | -6 | 0 | 0.4
Cc1ccccc1N=C1c2cc([N+](=O)[O-])ccc2-c2ncccc21 | 21 | i | -3 | -14 | -3 | 7 | 0.0 | 4 | 3 | -2.2
COC(=O)c1ccc2c(c1)NC(=O)C(N(CC(C)C)CC(C)C)S2 (stereo not drawn) | -4 | i | -11 | 16 | -3 | 0 | 0.6 | 15 | -15 | -0.6
Cc1ccc(CNC(=O)C2CC2c2ccccc2)cc1 (stereo not drawn) | 0 | 3.5 | -2 | -10 | 7 | 2 | . | 4 | 3 | -2.8
COc1cc(NC(=O)c2ccco2)c(OC)cc1NC(=O)CCC(=O)Nc1cc(C)cc(C)c1 | 7 | i | -2 | 4 | 14 | -1 | . | 17 | -3 | 1.3
COc1cccc(C2c3c(oc4cc(C)c(C)cc4c3=O)C(=O)N2CCCN(C)C)c1 (stereo not drawn) | 1 | -0.2 | -5 | -9 | -4 | -1 | . | 17 | 13 | -0.2
CCC(CO)NCc1ccccc1OC(C)C (stereo not drawn) | -7 | -0.5 | -4 | -4 | 7 | 0 | 1.6 | 16 | 14 | -1.0
CC(C)OC(=S)N/C(=N\S(=O)(=O)c1ccccc1)c1ccccc1 | . | -0.4 | 1 | -2 | -1 | 3 | . | -29 | 3 | -0.5
C=C(C)Cn1c(SCC(=O)N/N=C/c2ccccc2)nc2ccccc2c1=O | . | -0.9 | -1 | -17 | -2 | 2 | -0.5 | 4 | 9 | -1.2
CCc1ccccc1NC(=O)CSc1nnc([C@@H](NC(=O)OC(C)(C)C)C(C)C)o1 | -14 | i | 2 | 3 | -1 | 3 | . | -8 | 8 | 0.1
COC(=O)[C@@H]1C[C@@]1(C)[C@@H](NP(=O)(c1ccccc1)c1ccccc1)c1ccccc1 | -5 | i | -9 | 7 | 37 | -1 | 1.5 | 16 | 7 | -1.8
CCCc1cc2c(=O)c(-c3ccc4c(c3)OCCO4)coc2cc1OC(=O)c1ccco1 | -5 | i | -3 | -8 | 2 | 2 | . | -3 | -6 | 0.4
COc1cccc(NC(=O)c2ccccc2-c2nc(-c3ccc(Cl)cc3)no2)c1 | -13 | 3.6 | -1 | -12 | -1 | 2 | . | -4 | 3 | 0.8
CC(C)c1nc(SCC(=O)NC2CCCC2)c2ccccc2n1 | -3 | -0.4 | 2 | 4 | 6 | -2 | -0.3 | 26 | 10 | 0.4
FC(F)(F)c1cccc(Nc2nc(N3CCCC3)nc(N3CCCC3)n2)c1 | -6&-4 | -0.8 | -3 | 4 | 9 | 4 | 0.8 | 22 | 7 | -0.6
CC(C)(C)CC(C)(C)c1ccc(OCC(=O)N/N=C/c2ccc(S(=O)(=O)O)o2)cc1 | i | -0.4 | -6 | -7 | 1 | 11 | -0.6 | -1 | -6 | -1.5
C#CCOCCOCCOCCNc1nc(N2CCN(C(=O)C(Cc3ccc(O)cc3)n3cc(C(N)C(C)CC)nn3)CC2)nc(N2CCN(C(=O)C(Cc3ccc(O)cc3)n3cc(C(N)C(C)CC)nn3)CC2)n1 (stereo not drawn) | 5 | -1.0 | -9 | 8 | -8 | 1 | 0.1 | 25 | 15 | -1.1
CCOc1ccc(-c2c(C(=O)N/N=C/c3ccoc3)nnn2-c2nonc2N)cc1 | . | -0.3 | 5 | -8 | 3 | 5 | 0.1 | -13 | 6 | -0.6
Cc1ccc(N(C(=O)c2ccco2)C2C=CS(=O)(=O)C2)cc1 (stereo not drawn) | -6 | -1.0 | 2 | 5 | -4 | -2 | 0.5 | 7 | -1 | -0.9
COc1ccc(C(CCNCc2ccccc2)c2ccc(F)cc2)cc1 (stereo not drawn) | -11 | i | -2 | 0 | 7 | 0 | . | 3 | 15 | 0.3
COc1ccccc1C(=O)NC(=S)NC12CC3CC(CC(C3)C1)C2 | -2 | -1.3 | -2 | 1 | 1 | -4 | -1.4 | -16 | -1 | -0.6
COCCCn1c(N)c(C(=O)OCCOC)c2nc3ccccc3nc21 | 1 | i | -1 | -17 | -2 | 4 | . | 32 | -2 | -1.2
CCOC(=O)C1=C(c2ccccc2)NC(=O)NC1c1ccc(N(C)C)cc1 (stereo not drawn) | 20 | -0.3 | -1 | -10 | 6 | -6 | -4.9 | 3 | 1 | 0.3

Copied from the list:
CC(C)(C)CC(C)(C)c1ccc(OCC(=O)N/N=C/c2ccc(S(=O)(=O)O)o2)cc1 in Anthrax LF prot = -6
CCCCC1CCC(C(=O)N2CCOCC2)CC1 (stereo not drawn) in 3CLpro inhibitor = 0

Screening results (PubChem BioAssay)
